Compound activity from PubChem.
RNase H inhibition – RNase H inhibition, HIV 1 Gag Pol polyprotein, FRET biochemical assay, screening (AID 372); HIV-1 RT RNase H, FRET RNA/DNA substrate fluorescence; higher % means a stronger effect; inhibition, % at 10 µM; hits with a dose series show IC50 in µM; actives 0.77% (n = 100,000); in the data active = inhibition above about 50%
* marks the source's active call; other numbers are inactive results.

SMILES	RNase H inhibition
CCc1ccc(-c2nc(-c3ccccc3C)no2)cc1	14%
COc1cc([N+](=O)[O-])cc2c1NC(c1ccccc1Cl)C1CC=CC21 (stereo not given)	26%
O=C(Nc1ccccc1C(=O)N1CCCCC1)c1cccc(F)c1	11%
COc1cc(/C=N\NC(=O)c2ccc([N+](=O)[O-])cc2)cc([N+](=O)[O-])c1O	11%
COc1ccc(CCN2C(=O)CSC2c2ccc([N+](=O)[O-])cc2)cc1OC (stereo not given)	12%
COc1ccccc1N1CCN(C(=O)CN(c2ccccc2C)S(C)(=O)=O)CC1	5%
CCC(=O)N1c2ccc3ccccc3c2C2C=CCC2C1c1ccc(F)cc1 (stereo not given)	21%
O=C(/C=C/c1ccc(-c2ccccc2Cl)o1)c1ccc2ccccc2c1	2%
Cc1cccc(NC(=O)CCN2C(=O)/C(=C/c3cccs3)SC2=S)c1C	17%
Cc1cc(Cl)ccc1OCCCC(=O)Nc1nc2ccc(S(C)(=O)=O)cc2s1	15%
NC(=S)N/N=C/c1c[nH]c2ccccc12	2%
COc1ccc(/C=C/C(=O)Nc2c(C)ccc3nsnc23)cc1	20%
COc1cccc(NC(=O)COc2ccc(C(C)(C)c3ccccc3)cc2)c1	4%
O=C(CSc1nc2ccc([N+](=O)[O-])cc2s1)NCc1ccccc1	0%
COC(=O)c1c(NC(=O)c2ccco2)sc2c1C(C(=O)OC)CC2 (stereo not given)	16%
O=C(CC1Nc2ccccc2NC1=O)NCc1ccccc1 (stereo not given)	5%
COc1cc(/C=C2\SC(=S)NC2=O)ccc1OC(C)=O	12%
CCOC(=O)C1=C(C)NC(C)=C(C(=O)OCC)C1c1ccc(F)cc1	9%
COc1ccc(S(=O)(=O)N/N=C(/C)c2cccs2)cc1	15%
O=C(NC(=S)Nc1ccc(Cl)c(Cl)c1)c1cc(I)ccc1Cl	22%
COc1ccc(OCC(=O)Nc2ccc(C)cc2[N+](=O)[O-])cc1	28%
COc1ccc(C(=O)NC(=S)Nc2cccc(-c3nc4cc(C)ccc4o3)c2)cc1[N+](=O)[O-]	23%
CCc1cc2c(=O)c(-c3nc4ccccc4[nH]3)coc2c(CN(CC)CC)c1O	0%
Cc1ccc(N/C(N)=N\c2nc(C)cc(C)n2)c(C)c1	14%
COc1cc(/C=C2/C(=O)NC(=O)N(c3cccc(C)c3)C2=O)ccc1OCC(=O)O	6%
O=C(CN(c1ccc([N+](=O)[O-])cc1)S(=O)(=O)c1ccccc1)Nc1cccc(Br)c1	14%
CN1C(=O)C(c2c[nH]c3ccccc23)(c2c[nH]c3ccccc23)c2ccccc21	22%
COc1cc(/C=N/n2nnnc2N)cc(I)c1O	4%
O=C(O)c1cccc(-c2ccc(/C=N/N3C(=O)C4C(C3=O)C3C=CC4C34CC4)o2)c1 (stereo not given)	5%
O=C(Nc1nc(-c2ccccc2)cs1)C(F)(F)C(F)(F)C(F)(F)C(=O)Nc1nc(-c2ccccc2)cs1	8%
CC(=O)N(CCC1(c2ccccc2)CCOC(C)(C)C1)Cc1ccc(N(C)C)cc1 (stereo not given)	18%
CCC(=O)c1ccc(N2CCC(C)CC2)c(F)c1	0%

A second format for 2 compounds above.
COc1ccc(/C=C/C(=O)Nc2c(C)ccc3nsnc23)cc1
  RNase H inhibition: 20%

COc1cc(/C=N\NC(=O)c2ccc([N+](=O)[O-])cc2)cc([N+](=O)[O-])c1O
  RNase H inhibition: 11%

Following part
SMILES	RNase H inhibition
O=C(N/N=C/c1ccc(O)c(O)c1)c1ccccc1O	9%
Clc1cc(Cl)cc(N=Cc2ccc(OCc3ccccc3)cc2)c1	10%
CC(C)(C)C1=CC(C(C)(C)C)=C(Cl)C(=O)C1=O	69%*
O=C(N1CCOCC1)n1nnc2ccccc21	0%
O=CN1CCN(C(=O)c2ccc(F)cc2)CC1	9%
O=C(N/N=C/c1cc(Br)c(Br)o1)c1cccc(F)c1	24%
CCOc1ccc(N=C(C)C2=C(O)c3ccccc3C2=O)cc1	22%
CCSCCOC(=O)C1=C(C)NC2=C(C(=O)CC(c3ccc(Cl)cc3)C2)C1c1cc(Br)c(O)c(OC)c1 (stereo not given)	0%
O=c1nc(/C=C/c2ccc(-c3ccc(Cl)c([N+](=O)[O-])c3)o2)cc(C(F)(F)F)[nH]1	54%*
CC(C)c1ccc(/C=C/C(=O)Nc2ccccc2Br)cc1	7%
CC(=O)c1cccc(NC(=O)c2ccc(OC3CSC3)cc2)c1	8%
O=C(O)/C=C\C(=O)Nc1cc(O)ccc1[N+](=O)[O-]	20%
Cc1cccc(C)c1OCCN1CCOCC1	4%
O=C(Nc1cc(C(F)(F)F)ccc1Cl)C1COc2ccccc2O1 (stereo not given)	15%
COc1ccc(C2NC(=O)NC(C)=C2C(=O)OC2CCCCC2)cc1OC (stereo not given)	16%
CCOc1cc2c(C(=O)OC)c(C)oc2cc1Br	0%
CCOc1ccccc1NC(=O)c1cccc(Cl)c1	0%
O=[N+]([O-])c1ccc(CSc2cccc3cccnc23)cc1	25%
O=C(N/N=C/c1cccs1)C(=O)Nc1ccc(F)cc1	0%
COC(=O)c1cc(NC(=O)Cc2ccc(Br)cc2)cc(C(=O)OC)c1	13%
CCOC(=O)C1=C(C)N=c2s/c(=C\c3cccc(OCc4ccc(Cl)cc4Cl)c3)c(=O)n2C1c1ccc(OC)c(OC)c1 (stereo not given)	4%
Cc1nn(Cc2ccccc2)c(=O)n(Cc2ccccc2)c1=O	0%
CCCOc1ccccc1N/C(=N/S(=O)(=O)c1ccc(C)cc1)Nc1nc(C)cc(C)n1	0%
Cc1c(NC(=O)C23CC4CC(CC(C4)C2)C3)c(=O)n(-c2ccccc2)n1C	7%
COc1ccc(Cl)cc1NC(=O)c1cccc(C)c1	10%
Cc1no[n+]([O-])c1COc1ccc(/C=N/n2nnnc2N)cc1	2%
Cc1ccc(OCC(=O)N2CCN(S(=O)(=O)c3ccc(C)cc3)CC2)cc1	9%
O=C(Nc1cccc2nsnc12)c1ccc(-c2ccc(Br)cc2)o1	21%
CCOc1cc(/C=C2/SC(=S)N(c3ccccc3)C2=O)ccc1OS(=O)(=O)c1ccccc1	10%
COc1ccc2nc(NC(=O)c3cc(Br)ccc3Cl)sc2c1	10%
CCOc1ccc(NC(=O)CN(c2ccc(OC)cc2OC)S(=O)(=O)c2ccc(C)cc2)cc1	13%
COc1ccc(-c2ccc(/C=C(\C#N)C(=O)Nc3ccccc3F)o2)c([N+](=O)[O-])c1	31%

More entries follow:
Molecule,RNase H inhibition
COc1c(Cl)ccc(Cl)c1C(=O)Nc1ccc(I)cc1,5%
CCC(C(=O)NCc1ccc(F)cc1)c1ccccc1 (stereo not given),5%
Cc1ccccc1NC(=O)c1ccc(Br)cc1,1%
CCOc1cccc(=O)c2c(C)n(-c3ccc(C)cc3)c(C)c12,23%
CC(=O)c1sc(NC(=O)c2ccc([N+](=O)[O-])s2)nc1-c1ccccc1,2%
CCOc1ccc(N2C(=O)/C(=C/c3ccc4c(c3)OCO4)SC2=S)cc1,0%
O=[N+]([O-])c1cc(CN2CCC3(C=Cc4ccccc43)CC2)ccc1Cl,0%
O=C(NC(=S)N1CCOCC1)c1ccc(Cl)cc1Cl,5%
CC(=O)N(C)CP(=O)(O)CCc1ccccc1,1%
CC(C)c1ccccc1NS(=O)(=O)c1ccccc1[N+](=O)[O-],5%
Cc1ccc(-n2c(C)cc(/C=C(/C#N)C(=O)Nc3ccc(Cl)cc3)c2C)cc1[N+](=O)[O-],4%
CC1(C)CC(=O)C(C=NCCc2ccc(S(N)(=O)=O)cc2)=C(O)C1,0%
CS(=O)(=O)N1CCN(S(=O)(=O)c2ccc(Cl)cc2)CC1,16%
COc1cccc(OC)c1C(=O)Nc1ccc(C(C)C)cc1,2%
C/C(=N/NC(=O)c1ccc(Br)cc1)c1ccc(Cl)cc1,2%
O=[N+]([O-])c1ccc(Cl)c(C=Nc2cccc(CO)c2)c1,22%
C=CCN1C(=O)/C(=C\c2ccc(-c3cccc(Cl)c3)o2)SC1=S,12%
CN1C(=O)/C(=C\C=C\c2ccc([N+](=O)[O-])cc2)SC1=S,2%
COCCOC(=O)c1c(C)oc2ccc(OCc3c(F)cccc3Cl)cc12,1%
O=[N+]([O-])c1ccc(Sc2c(-c3ccccc3)nc3ccccn23)cc1,21%

Taken from the results shown, 17 compounds:
Molecule,RNase H inhibition
COC(=O)c1cc(NC(=O)Cc2ccc(Br)cc2)cc(C(=O)OC)c1,13%
CCOC(=O)C1=C(C)N=c2s/c(=C\c3cccc(OCc4ccc(Cl)cc4Cl)c3)c(=O)n2C1c1ccc(OC)c(OC)c1 (stereo not given),4%
Cc1nn(Cc2ccccc2)c(=O)n(Cc2ccccc2)c1=O,0%
CCCOc1ccccc1N/C(=N/S(=O)(=O)c1ccc(C)cc1)Nc1nc(C)cc(C)n1,0%
Cc1c(NC(=O)C23CC4CC(CC(C4)C2)C3)c(=O)n(-c2ccccc2)n1C,7%
COc1ccc(Cl)cc1NC(=O)c1cccc(C)c1,10%
Cc1no[n+]([O-])c1COc1ccc(/C=N/n2nnnc2N)cc1,2%
Cc1ccc(OCC(=O)N2CCN(S(=O)(=O)c3ccc(C)cc3)CC2)cc1,9%
O=C(Nc1cccc2nsnc12)c1ccc(-c2ccc(Br)cc2)o1,21%
CCOc1cc(/C=C2/SC(=S)N(c3ccccc3)C2=O)ccc1OS(=O)(=O)c1ccccc1,10%
COc1ccc2nc(NC(=O)c3cc(Br)ccc3Cl)sc2c1,10%
CCOc1ccc(NC(=O)CN(c2ccc(OC)cc2OC)S(=O)(=O)c2ccc(C)cc2)cc1,13%
COc1ccc(-c2ccc(/C=C(\C#N)C(=O)Nc3ccccc3F)o2)c([N+](=O)[O-])c1,31%
COc1c(Cl)ccc(Cl)c1C(=O)Nc1ccc(I)cc1,5%
CCC(C(=O)NCc1ccc(F)cc1)c1ccccc1 (stereo not given),5%
Cc1ccccc1NC(=O)c1ccc(Br)cc1,1%
CCOc1cccc(=O)c2c(C)n(-c3ccc(C)cc3)c(C)c12,23%

(continued)
Molecule,RNase H inhibition
O=[N+]([O-])c1cccc(C=Nc2ccc3c(c2)ncn3-c2ccccc2)c1O,0%
O=C(Nc1ccc(S(=O)(=O)N2CCOCC2)cc1)c1ccc(Cl)cc1,31%
Cc1ccc(OCCOc2ccccc2/C=C2\SC(=S)NC2=O)c(C)c1,36%
CC1CC(=O)C2=C(C1)OC(N)=C(C#N)C2c1ccc2ccccc2c1 (stereo not given),0%
O=C1c2ccc([N+](=O)[O-])cc2C(=O)N1c1ccc(-c2nc3cc(Cl)ccc3c(=O)o2)cc1,6%
CC(=O)C1=C(C)OC(N)=C(C#N)C1c1cc2c(cc1[N+](=O)[O-])OCO2 (stereo not given),10%
COc1ccccc1Nc1nc(-c2c(C)nc3ncccn23)cs1,6%
COc1cc2c(cc1OC)-c1nnc(-c3cc(OC)c(OC)c(OC)c3)n1C(C)(C)C2,7%
CCCC(Nc1ccccn1)n1nnc2ccccc21 (stereo not given),4%
O=C1CC(c2ccccc2)CC2=C1C(c1ccc(Br)cc1)Nc1ccccc1N2 (stereo not given),14%
O=C(CN(c1ccc(Br)cc1)S(=O)(=O)c1ccccc1)Nc1cccc2cccnc12,13%
COc1c(Cl)cc(/C=C2\C(=O)NC(=O)N(c3ccc(F)cc3)C2=O)cc1Cl,29%
COc1ccc(/C=C(\C#N)C(=O)Nc2ccc(SC(F)(F)F)cc2)cc1,10%
CCCCOc1ccc(-c2nc(Cc3ccccc3)no2)cc1,4%
COc1ccc(C2C(C(=O)OC3CCCC3)=C(C)NC3=C2C(=O)CC(C)(C)C3)c(OC)c1OC (stereo not given),15%
COc1cc(CN2CCN(c3ccccn3)CC2)cc(OC)c1OC,10%
COc1ccc2ccccc2c1C1N(Cc2ccccc2)CCN1Cc1ccccc1,24%
Cc1ccc(S(=O)(=O)n2cnc(C)c2)cc1,1%
Cc1c(NC(=S)NC(=O)c2ccccc2F)cccc1-c1nc2ccccc2o1,9%
CCOC(=O)C1=C(C)N=c2s/c(=C\c3ccc(-c4cc(Cl)ccc4C)o3)c(=O)n2C1c1ccc(OC)c(OC)c1 (stereo not given),35%
CC1CCN(c2cc(N3CCN(C(=O)c4ccccc4F)CC3)c([N+](=O)[O-])cc2F)CC1,7%
COc1ccc(C(=O)NN/C=C/C(=O)c2ccc(Br)cc2)cc1,9%
Cc1cc(NCc2ccccc2)nc2ccccc12,11%
c1ccc(Nc2nc(-c3ccccn3)cs2)cc1,3%
C=CCn1c(SCC(=O)N2CCOCC2)nc2sc(C)c(C)c2c1=O,0%
CCOC(=O)C1=C(C)N=c2s/c(=C/c3ccccc3)c(=O)n2C1c1cccs1 (stereo not given),0%
O=S(=O)(Oc1ccccc1-c1ccccc1OS(=O)(=O)c1ccccc1)c1ccccc1,12%
CCOc1ccc(CNCc2ccccc2OC)cc1,0%
Cc1cc(OCC(=O)Nc2ccc(Cc3ccncc3)cc2)ccc1Cl,19%
CCOc1cc(/C=C2/SC(=S)N(c3ccccc3)C2=O)ccc1OC(=O)c1ccco1,9%
O=C(O)CCCCCN1C(=O)C(=O)/C(=C(/O)c2ccccc2)C1c1ccccc1[N+](=O)[O-] (stereo not given),19%
COc1cc2ccccc2cc1C(=O)Nc1cccc2ccccc12,10%
Cc1ccn(C)c2nc3ccccc3c1-2,7%
COc1cc(/C=C2/SC(=S)N(CCC(=O)Nc3ccccc3C(=O)O)C2=O)cc(OC)c1OC,9%
CCOc1ccc(C(=O)Nc2nnc(CC)s2)cc1[N+](=O)[O-],9%
O=C1C(=O)N(c2cccc(Br)c2)C(c2ccc([N+](=O)[O-])cc2)/C1=C(/O)c1ccccc1 (stereo not given),0%
CCOCCOC(=O)C1=C(C)NC2=C(C(=O)CC(c3ccccc3)C2)C1c1cc(OC)ccc1OC (stereo not given),4%
Cc1onc(-c2ccccc2Cl)c1C(=O)Nc1ccc2c(c1)OCO2,2%
Nc1cn(C2OC(CO)C(O)C(O)C2O)c(=O)[nH]c1=O (stereo not given),26%
COc1ccc(/C=N/NC(=O)C(=O)Nc2ccc(F)cc2)c(OC)c1,4%
O=C(CN1C(=O)c2ccccc2C1=O)Nc1ccc(Cc2ccc(NC(=O)CN3C(=O)c4ccccc4C3=O)c(C(=O)O)c2)cc1C(=O)O,6%
CC1(C)CC(=O)C(N=Nc2cc(C(N)=O)c(Cl)cc2Cl)=C(O)C1,8%
O=C(Nc1cccc(Cl)c1)Nc1ccc(Br)cn1,11%
O=[N+]([O-])c1cc([N+](=O)[O-])c(Cl)c(Nc2ccccc2)n1,9%

A portion of the library; rates above refer to the full screens.
